GSK3B inh = blocks human GSK3beta kinase activity. GST-GSK3beta kinase, ADP-Glo luminescence, 60 min; active compounds read low. activity score (negative = inhibition), % at 10 µM. 300,000 compounds, 0.038% hits. AID 2097;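 active = more than half of replicate wells score below -50%, meaning over 50% inhibition versus plate controls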;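 note: 0% = median DMSO wells and -100% = median GW8510 positive control wells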
Target sequence (P49841 whole entry, looked up): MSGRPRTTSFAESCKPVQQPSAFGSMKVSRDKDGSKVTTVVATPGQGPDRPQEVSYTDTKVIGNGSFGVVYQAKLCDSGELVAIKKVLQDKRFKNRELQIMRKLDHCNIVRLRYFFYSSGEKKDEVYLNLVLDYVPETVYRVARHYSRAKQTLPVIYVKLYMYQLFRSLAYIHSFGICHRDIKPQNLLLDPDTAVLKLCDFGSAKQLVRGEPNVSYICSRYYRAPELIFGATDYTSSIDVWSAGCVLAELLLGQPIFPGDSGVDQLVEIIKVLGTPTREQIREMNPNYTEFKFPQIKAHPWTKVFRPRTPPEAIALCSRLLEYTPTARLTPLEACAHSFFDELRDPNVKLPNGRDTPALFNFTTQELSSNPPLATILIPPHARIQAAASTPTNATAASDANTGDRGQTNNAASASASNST
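Assay system: GST-fused GSK3beta enzyme, cell-free / Medium: Tris pH 7.5 buffer with MgCl2, DTT, BSA, heparin / Also added: peptide substrate plus 25 µM ATP (final) / Compound: 10 µM single point / Timing: kinase reaction with compound 60 min at room temperature / Detection: ADP-Glo luminescence / Benchmarks: DMSO neutral wells and GW8510 at 20 µM as positive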
aSyn 5UTR inh = MLPCN primary screen, SNCA 5' untranslated region; alpha-synuclein 5'UTR reporter, inhibitor activity; inhibition, % (tested at 7.5 µM); 300,000 compounds, 0.82% hits; AID 1813; in the data active = inhibition above about 60%;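 note: H4 neuroglioblastoma cells stably carrying SNCA 5'UTR luciferase fusion; 0% = DMSO wells and 100% = positive control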
KLF5 inh = suppresses KLF5 promoter-driven expression. DLD-1 KLF5 promoter-luciferase reporter, luminescence. inhibition, % at 5 µM. 290,000 compounds, 0.23% hits. AID 1700;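 active = inhibition above a per-plate limit of that plate's mean compound inhibition plus 3 SD, cut at about 60% in these data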;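 note: 0% = DMSO wells and 100% = LY294002 at 200 µM; higher means less KLF5 promoter-driven luciferase light; inactives centre near -14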
AI-2 QS mod = Vibrio harveyi AI-2 quorum sensing modulation | activity change, % at 7.5 µM | Vibrio harveyi JMH597 AI-2 luminescence/OD600 ratio, 9 h; active compounds read low; strain lacks LuxN and CqsS sensors; 0 = neutral-control median | 300,000 compounds, 0.4% hits; in the data active = activity change below about -75%, passing the limit was not always enough;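 note: luminescence divided by OD600 gain over 9 h not by final OD600 alone; inactives centre near 13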
IEC-6 cytotox = counter-screen for KLF5 inhibitors: cytotoxicity in IEC-6 cells | IEC-6 cytotoxicity, luminescence viability | inhibition, % at 5 µM | 290,000 compounds, 0.78% hits; in the data active = inhibition above about 22%;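 note: 0% = plate median of test compound wells and 100% = cytotoxic reference compound wells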
HSP90 refold inh = blocks HSP90-mediated luciferase refolding in reticulocyte lysate; Rabbit reticulocyte lysate, luciferase refolding luminescence, 3 h; inhibition, % at 5.6 µM; 290,000 compounds, 0.91% hits;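 active = inhibition above the screen-wide mean plus 3 SD, computed separately per campaign, cut at about 16% in these data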;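 note: 0% = DMSO wells and 100% = 60 µM geldanamycin wells; inhibitors lower the luminescence because luciferase stays unfolded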
PolyA inh = yeast polyadenylation inhibition. S. cerevisiae SKY197-pL101 polyadenylation reporter, beta-gal luminescence; efflux-impaired pdr1/pdr3 knockout yeast; score 100 = 6 SD above DMSO. calls only at 12 µM. 300,000 compounds, 0.02% hits. AID 1875;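 active = lowest replicate activity score at least 50, where 100 means six control SD above control mean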;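 note: yeast exposed to compound for 9 h at 30 °C; higher score means more reporter readthrough which indicates perturbed polyadenylation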
HSF1 activator = increases HSF-1 driven luciferase reporter signal. NIH3T3-HGL HSF-1 luciferase reporter, MG132, 8 h; 100% = twice DMSO control signal. activation, % at 9 µM. AID 504408. 300,000 compounds, 1.7% hits;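 active = mean replicate activation of at least 50% with a set share of replicates each reaching 50%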;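 note: 0% = median of the neutral control wells and 100% = twice that signal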
GSK3 alpha inh = inhibitors of human GSK-3 alpha kinase. ADP-Glo luminescence, 60 min. 320,000 compounds, 0.1% hits. P49840. inhibition, % at 10 µM. AID 2650;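 in the data active = inhibition above about 50%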;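 note: GST-tagged GSK-3 alpha with peptide substrate and 25 µM ATP; 0% = DMSO neutral wells and 100% = GW8510 positive control wells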
Target sequence (P49840 whole entry, looked up): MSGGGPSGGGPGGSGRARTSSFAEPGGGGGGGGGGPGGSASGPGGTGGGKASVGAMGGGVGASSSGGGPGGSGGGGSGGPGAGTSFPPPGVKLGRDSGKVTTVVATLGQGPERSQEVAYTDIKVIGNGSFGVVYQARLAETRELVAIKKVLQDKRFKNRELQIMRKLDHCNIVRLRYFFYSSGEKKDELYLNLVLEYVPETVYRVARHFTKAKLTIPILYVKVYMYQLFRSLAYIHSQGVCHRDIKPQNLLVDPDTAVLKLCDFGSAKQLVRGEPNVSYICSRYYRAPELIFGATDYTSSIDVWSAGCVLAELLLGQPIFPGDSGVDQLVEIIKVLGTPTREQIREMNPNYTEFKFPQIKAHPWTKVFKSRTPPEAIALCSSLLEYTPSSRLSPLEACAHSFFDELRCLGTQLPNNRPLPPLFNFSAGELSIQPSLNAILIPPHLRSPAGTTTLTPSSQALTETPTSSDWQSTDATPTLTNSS
HSF1 inhib = HSF1 inhibition. NIH3T3-HGL HSE-luciferase, MG132-induced, luminescence 8 h; active compounds read low. activity change, negative = inhibition, % at 7.5 µM (by protocol). 300,000 compounds, 0.77% hits. AID 2098;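 active = more than half of replicate wells show activity change below -50%, luminescence cut by over half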;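 note: luciferase reports HSF-1 transcriptional activity via heat shock element; 0% = median of DMSO wells and -100% = zero luminescence signal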
* marks the source's active call; other numbers are inactive results; i = inactive; nt = no result given; & = joins results of further samples. A portion of the library; count on the stated rates, not on these rows.

SMILES	GSK3B inh	aSyn 5UTR inh	KLF5 inh	AI-2 QS mod	IEC-6 cytotox	HSP90 refold inh	PolyA inh	HSF1 activator	GSK3 alpha inh	HSF1 inhib
Cc1nc2ccccc2c(=O)n1-c1cccc([N+](=O)[O-])c1	0	-10	-47	14	3	0	i	13	-4	-6
Nc1cncc(C(=O)O)c1	0&-1	-3	-20&-24	27&9	-13&-5	3&0	i	1&1	-9&2	-11&2
C[C@]12CCC(=O)CC1CCC1C2CC[C@]2(C)C(OC(=O)CCC(=O)O)CCC12 (stereo partly specified)	2	18	-17	11	4	-3	i	-18	2	-8
CCc1ccc(N2C(=O)NC(=O)/C(=C/c3cccn3CCOc3ccc(C(C)CC)cc3)C2=O)cc1 (stereo unspecified)	0	-82	33	17	-4	29*	i	-34	6	-27
CCC(C)n1c(O)c(C=NCc2cccnc2)c(=O)[nH]c1=S (stereo unspecified)	-6	13	-24	11	-1	-1	i	-13	14	-3
CN1CCN(S(=O)(=O)c2cnc(Cl)c(Br)c2)CC1	4	-9	-11	19	10	1	i	9	2	-2
CC(=O)N1CC(=O)Nc2ccc(Cl)cc2C1c1ccc(F)cc1 (stereo unspecified)	3	13	9	3	1	1	i	13	7	0
Cc1nn(Cc2ccccc2)c(Cl)c1C(=O)NC1CCCc2ccccc21 (stereo unspecified)	-1	7	9	8	2	6	i	0	-1	-7
CCC(=O)O[C@@H]1[C@@H](OC(C)=O)[C@@]2(O)C(C[C@H](O)C2(C)C)[C@](C)(O)[C@H]2CC[C@@H]3[C@@H](O)[C@]12C[C@@]3(C)O (stereo partly specified)	-1	-18	-14	12	-2	1	i	-10	-3	3
CCN1CCN(Cc2cc(C(C)(C)C)c(O)c(C(C)(C)C)c2)CC1	-5	2	-13	15	-5	-5	i	-11	-1	-5
COC1C(OC(=O)c2ccc(C)[nH]2)C(O)C(Oc2ccc3c(O)c(NC(=O)c4ccc(O)c(CC=C(C)C)c4)c(=O)oc3c2Cl)OC1(C)C (stereo unspecified)	nt	nt	-2	nt	0	-4	nt	nt	0	nt
O=P(Oc1ccccc1)(Oc1ccccc1)C(O)c1ccc(Cl)cc1 (stereo unspecified)	-3	3	nt	-2	nt	nt	i	5	-3	6
COC(=O)c1c(C)[nH]c(C(=O)C(Cc2ccccc2)N(C)C)c1C (stereo unspecified)	3	-50	-17	14	-5	1	i	-1	-4	3
CCCCn1c(O)c(C=NCc2ccc3c(c2)OCO3)c(=O)[nH]c1=O	-5	-21	4	-18	-1	4	i	-11	-1	-3
CC(C(=O)N1CCC2(CC1)OCCO2)C1Sc2ccccc2NC1=O (stereo unspecified)	-2	-5	-11	21	-2	-2	i	-1	1	-4
COC(=O)C1=C(c2ccccc2)C[C@@H]2CC[C@H]1N2C(=O)N1CCC(O)CC1	16	16	nt	13	nt	nt	i	0	0	-2
c1ccc2sc(C3CCNCC3)nc2c1	0	16	2	17	-6	0	i	24	-2	-9
O=c1[nH]c(=S)n(Cc2ccc(F)cc2)c(O)c1C=NCC1CCCO1 (stereo unspecified)	-2	1	-9	11	-1	5	i	17	3	8
CN1C(=O)C(=Cc2cn(CC(=O)N3CCCC3)c3ccccc23)C(=O)N(C)C1=O	4	2	-16	9	-1	0	i	-4	-4	-4
Cc1cc(OC(=O)CCCNC(=O)OC(C)(C)C)c2c3c(c(=O)oc2c1)CCC3	-3	-20	-22	11	3	1	i	18	-1	-1
Fc1ccc(CCNCc2ccc(Cl)c(Cl)c2)cc1	1	10	-15	29	2	0	i	-7	-6	6
CC(C)(C)N(NC(=O)c1ccccc1)C(=O)c1ccccc1	2	-8	-30	3	-3	1	i	3	-2	-3
Cc1cccc(CN2CCCC(C(=O)c3ccc4c(c3)OCO4)C2)n1 (stereo unspecified)	-2	-7	-12	21	5	-3	i	6	1	7
COc1ccc(-n2nc(C(=O)NCC(=O)N3CCC4(CC3)OCCO4)c3ccccc3c2=O)c(OC)c1	-2	-54	-68	-3	-2	4	i	32	7	5
O=C(CCC(=O)N1CCOc2ccc(Cl)cc21)N1CCC2(CC1)OCCO2	-5	-21	-66	28	-4	-3	i	9	1	8
CCC(=NCC1CCCO1)c1c(O)n(-c2ccc(Cl)cc2)c(=O)[nH]c1=O (stereo unspecified)	-1	13	-16	9	-1	1	i	-1	-3	-4
CN1CCN(c2ncnc3c2cnn3C)CC1	3	-24	-7	13	-1	5	i	-8	1	1
CCOC(=O)C1=C(NC(=S)NC(=O)c2ccccc2)c2ccccc2CC12CCCC2	-1	46	-14	6	-2	5	i	8	nt	4
N#CC(C#N)=Cc1ccc(N2CCOCC2)cc1	-1	13	12	-1	8	12	i	28	0	16
CCCC1C(C#N)=C(N)Oc2c1c(=O)oc1ccccc21 (stereo unspecified)	4	-7	-15	0	-7	-2	i	14	1	-5
CC(=NCc1ccc2c(c1)OCO2)c1c(O)n(C)c(=O)n(C)c1=O	-1	-1	2	-4	6	6	i	-4	0	-3
COc1cc(C(CN)CC(=O)O)ccc1O (stereo unspecified)	0	4	1	29	-2	0	i	-3	-3	-3
Cc1ccc2c(c1)CC1(CN2C)C(=O)NC(=O)N(CCC2=CCCCC2)C1=O (stereo unspecified)	-4	28	-40	16	5	2	i	13	0	-1
Cc1cc(C(=O)CN2CCCC2)c(C)n1-c1ccc(F)cc1	2	0	-8	8	3	3	i	2	-1	-2
CN1C(=O)C(c2ccccc2)C(=O)N(C)C1=O	1	10	nt	4	nt	nt	i	7	0	-3
Cc1ccccc1Cc1c(C)nc2nc(SCC(=O)N3CCC4(CC3)OCCO4)nn2c1C	1	10	-9	9	-3	-2	i	-4	-4	2
CCCC(C)C1(CC)C(=O)NC(=Nc2ccc(F)cc2)NC1=O (stereo unspecified)	0	6	-9	-5	0	0	i	12	2	2
O=C(NCc1cccnc1)Nc1ccccc1Cl	0	4	-13	12	4	-2	i	15	-3	-1
Cc1cc(OCCN2CC2)c2ccccc2n1	2	-73	-16	3	1	0	i	-21	0	-3
Cc1cc(C)c(C(=O)N2CCC3(CC2)OCCO3)c(C)c1	3	5	-21	14	2	-4	i	33	-3	0
CCN1C(=O)C(=Cc2cc(C)n(C3CC3)c2C)C(=O)N(CC)C1=S	-5	8	17	13	0	3	i	-3	-14	-5
CCN(CC)C(=O)c1ccc(NC(=O)CN2CCc3cc(OC)c(OC)cc3C2)cc1	-2	22	0	15	-2	1	i	-22	0	-4
COc1ccc(-c2n(-c3ccccn3)c3ccccc3[n+]2-c2ccccn2)cc1	2	-7	-7	0	-1	6	i	10	nt	-5
COc1cccc(-n2c(O)c(C=Nc3c(C)n(C)n(-c4ccccc4)c3=O)c(=O)[nH]c2=O)c1	-3	14	-28	9	-5	4	i	-5	-6	-4
O=C(c1cc(F)ccc1F)C1CCCN(Cc2ccc3nonc3c2)C1 (stereo unspecified)	2	23	1	2	-2	1	i	14	-1	10
CCCCn1c(=O)c(C(=O)NCc2ccco2)c(O)c2ccccc21	11	-2	-35	18	0	-6	i	10	0	2
O=C(Cc1ccccc1)OC(COCc1ccccc1)CN1CCOCC1 (stereo unspecified)	4	-9	-7	9	2	7	i	-8	-1	0
CC1CCCC(NC(=O)COC(=O)Cc2ccccc2)C1C (stereo unspecified)	-2	12	-32	5	-1	1	i	6	-3	-4
CC(C)COC(=O)c1ccccc1C(=O)OCC(C)C	-6	10	nt	28	nt	nt	i	-8	0	4
O=c1[nH]c(=S)[nH]c(O)c1N=Nc1ccc2c(c1)OCCO2	0	-8	-40	17	-2	2	i	73*	2	46

(more compounds)
SMILES	GSK3B inh	aSyn 5UTR inh	KLF5 inh	AI-2 QS mod	IEC-6 cytotox	HSP90 refold inh	PolyA inh	HSF1 activator	GSK3 alpha inh	HSF1 inhib
OC(c1ccc(F)cc1)C(c1ccccc1)N1CCOCC1 (stereo unspecified)	4	8	-20	4	-4	-4	i	19	-1	-7
CN1CCN(C(=O)COc2ccc(S(=O)(=O)N(C)Cc3ccccc3)cc2)CC1	-1	-5	-6	1	0	1	i	-5	-2	2
Cc1cccc(-n2c(C)nc3ccc(Cl)cc3c2=O)c1	1	17	-2	11	-4	-6	i	-1	0	0
CCOC(=O)c1c(C)n(C(C)C)c2ccc(OC)cc12	-6	6	-2	22	0	3	i	2	-2	-4
COc1ccc(OCCOc2cccc(C=C3C(=O)NC(=O)NC3=O)c2)cc1	3	-24	-17	-20	6	25*	i	2	-1	-14
CC(=O)N1CC(=O)Nc2ccc(C)cc2C1c1ccccc1 (stereo unspecified)	-2	-12	-10	14	-1	-3	i	6	0	6
O=C(CN1CC(c2ccccc2)CC1=O)Nc1ccc(F)cc1 (stereo unspecified)	0	4	-8	51	2	-6	i	2	3	-2
COC(=O)C(O)(c1ccc2c(c1)CCCN2)C(F)(F)F (stereo unspecified)	1	-13	9	26	6	0	i	3	0	-16
C=CCNC(=O)c1c(N)n(CCN2CCOCC2)c2nc3ccccc3nc12	3	-25	-40	17	4	2	i	-9	16	-1
Clc1cccc(Cl)c1CN1CCN(c2ccccc2)CC1	-2	14	-52	25	0	4	i	12	-1	4
Cc1ccc(N(C)C(=O)Oc2cccc3cccnc23)cc1	-5	-10	-33	-1	4	3	i	-4	-4	2
CCOP(=O)(OCC)C(NC(C)=O)C(Cl)(Cl)Cl (stereo unspecified)	-2	-2	-1	11	4	0	i	6	-3	-3
c1ccc2sc(C3CCCNC3)nc2c1 (stereo unspecified)	-3	-63	-56	35	-5	-2	i	-19	-1	-6
N#Cc1ccccc1Cn1cc(C(=O)c2ccco2)c2ccccc21	-19	28	-15	24	1	0	i	6	-1	9
C=CCn1c(O)c(C(CC)=NCCc2c[nH]c3ccccc23)c(=O)[nH]c1=O	-6	12	-36	34	-4	-3	i	3	9	-7
O=c1[nH]c(=O)n(-c2ccccc2Cl)c(O)c1C=NCCN1CCCCC1	-2	-2	-29	-6	2	1	i	-3	0	-7
C=C1C/C(=C/C)C(=O)O[C@@H]2CCN3CC=C(COC(=O)[C@]1(C)O)[C@H]23	-2	-2	-12	10	-1	-1	i	3	-4	-5
CCCCCCC[n+]1ccc(-c2cc[n+](CCCCCCC)cc2)cc1	2	92*	77*	18	11	-5	i	-9	6	-1
CSc1nc2ccccc2c(=O)n1-c1cccnc1	2	-1	3	31	5	8	i	16	-2	-3
CN1C(=O)CC(c2ccccc2)Nc2ccccc21 (stereo unspecified)	-6	9	3	-4	5	-4	i	0	1	10
O=c1c2ccccc2nc(-c2ccccc2)n1-c1ccccc1O	-2	2	-35	6	-1	-1	i	15	1	-4
O=P(Nc1cccnc1)(Oc1ccccc1Cl)Oc1ccccc1Cl	-3	-3	11	1	3	-6	i	14	-1	6

Source: PubChem
